Cardio protect – modulators protecting cardiomyocytes from myocardial damage. H9c2 cardiomyocytes, H2O2 injury protection, ATPLite, 2 h. protection from H2O2 cell death, % at 20 µM. hit rate 0.63% among 360,000. AID 588492;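 active = compounds giving at least 50% protection of heart cells from peroxide-induced death in the single-dose screen, raw or plate-pattern-corrected value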;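 note: 0% = DMSO wells with peroxide and 100% = DMSO wells without peroxide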
CaV13 ICDI inh – Primary screen for inhibitors of IQ motif and Ca2+-dependent inactivation inhibitor domain binding in CACNA1D, Förster resonance energy transfer in living cells, …. HEK cells, CFP/YFP FRET ICDI-IQ, plate reader, 10 min; percent FRET-ratio fall versus neutral wells. inhibition, % at 12.3 µM. hit rate 0.098% among 340,000. AID 743397;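 active = mean replicate inhibition of at least 30% and at least 1% of replicates passing that level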;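 note: 0% = median of the neutral control wells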
ABCB6 inh 2 – inhibitors of human ABC transporter ABCB6 | Q9NP58 | K562-ABCB6 porphyrin accumulation, flow cytometry, 1 h; hits give low values | fluorescence ratio to DMSO, % at 10 µM | hit rate 0.19% among 360,000 | AID 602162;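 active = fluorescence ratio to DMSO below 75%, the collection mean minus 3 SD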;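 note: signal is porphyrin accumulated inside mitochondria; 100% equals median channel fluorescence of DMSO control wells; lower ratio means ABCB6 inhibition with less porphyrin fluorescence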
Vif inh – HIV Vif inhibition | HEK293T cells, Vif self-association by quenched fluorescence, imaging, 24 h | inhibition, % at 7.49 µM | hit rate 0.35% among 340,000; in the data active = inhibition above about 50%, passing the limit was not always enough; note: some results filed as inactive read as strong as hits
PDI turbidity – PDI (human) enzyme inhibition; P07237; inhibition, % at 10 µM; hit rate 0.052% among 350,000; PDI insulin aggregation turbidity, A650, 90 min; AID 588391;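 active = mean inhibition across replicates of 30% or more, whatever share of single replicates reach that level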;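 note: absorbance from insulin aggregation driven by PDI reduction with DTT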
N-glyco inh – blocks N-linked glycosylation in D54 reporter cells; hit rate 0.23% among 360,000; D54 ERlucT glycosylation luciferase reporter, 24 h; percent of 100 nM tunicamycin response; reporter increase, % at 12.5 µM;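 active = mean luciferase reporter signal, scaled so untreated is 0 and the glycosylation-blocking control 100, at or above a set limit in every replicate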;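 note: luciferase carries N-glycosylation sites so blocking glycosylation raises the light; 0% = median of neutral control wells and 100% = median of 100 nM tunicamycin wells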
MC4R ag barr – human MC4R agonism via beta-arrestin | P32245 | U2OS MC4R beta-arrestin complementation, luminescence; percent of melanotan II response, DMSO zero | activation, % at 8.9 µM | hit rate 0.98% among 360,000;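 active = activation above a per-plate cutoff, the mean activation of sample wells on that plate plus 3 SD, cut at about 8% in these data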
Target sequence (P32245 whole entry, looked up): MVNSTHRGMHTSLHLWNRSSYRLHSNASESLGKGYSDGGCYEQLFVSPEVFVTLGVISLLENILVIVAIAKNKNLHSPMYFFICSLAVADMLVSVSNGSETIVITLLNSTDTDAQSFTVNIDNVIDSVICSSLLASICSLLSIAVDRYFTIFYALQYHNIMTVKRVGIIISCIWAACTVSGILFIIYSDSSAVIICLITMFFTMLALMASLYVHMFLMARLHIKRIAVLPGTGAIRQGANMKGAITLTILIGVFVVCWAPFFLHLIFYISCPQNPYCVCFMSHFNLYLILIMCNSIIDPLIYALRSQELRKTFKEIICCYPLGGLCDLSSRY
MC4R antagonist – blocks human MC4R cAMP signaling; P32245; inhibition, % at 6.5 µM; hit rate 0.48% among 360,000; MC4R-expressing cells, MTII-stimulated cAMP, LANCE TR-FRET;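 active = inhibition above its plate's cutoff, the mean of tested wells on that plate plus 3 SD, cut at about 29% in these data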;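 note: 0% = Melanotan II alone and 100% = Melanotan II plus saturating MCL0020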
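material = U2OS cells stably expressing human melanocortin 4 receptor (MC4R) | also added = Melanotan II challenge | dosing = single nominal compound dose of 6.5 µM | detection = TR-FRET with Eu-cAMP and labeled anti-cAMP, 671 nm | replication = singlicate | timing = compound 30 min, challenge 1 h, detection 1 h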
HTR2A ag – activates the mouse 5-HT2A serotonin receptor; P35363; CHO-K1 mHTR2A beta-arrestin complementation, luminescence; percent of 30 µM serotonin response; activation, % at 7.6 µM; hit rate 0.66% among 360,000;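 active = activation above a run cutoff, the mean activation of all tested compounds plus 3 SD, cut at about 14% in these data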;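 note: 0% = plate median of compound wells and 100% = 30 µM serotonin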
Target sequence (P35363 whole entry, looked up): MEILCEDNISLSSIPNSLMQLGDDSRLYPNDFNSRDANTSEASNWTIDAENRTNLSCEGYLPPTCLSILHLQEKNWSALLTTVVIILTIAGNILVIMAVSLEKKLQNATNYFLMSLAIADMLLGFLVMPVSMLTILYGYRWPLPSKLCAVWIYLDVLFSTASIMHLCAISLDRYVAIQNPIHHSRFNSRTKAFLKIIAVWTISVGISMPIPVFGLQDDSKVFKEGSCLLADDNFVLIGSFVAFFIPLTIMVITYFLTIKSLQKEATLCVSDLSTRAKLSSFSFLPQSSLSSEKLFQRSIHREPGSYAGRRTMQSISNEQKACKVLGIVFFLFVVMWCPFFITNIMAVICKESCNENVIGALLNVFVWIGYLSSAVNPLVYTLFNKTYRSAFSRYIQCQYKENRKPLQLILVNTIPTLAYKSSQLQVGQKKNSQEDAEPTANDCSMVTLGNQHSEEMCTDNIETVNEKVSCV
aDG glyco act – alpha-DG glycosylation activation; Pro5-aDG cells, alpha-DG glycosylation AlphaScreen (IIH6); 0% Pro5, 100% B10-LARGE cell signal; activation, % at 10 µM; hit rate 0.22% among 360,000; AID 624168;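 active = activation of at least 8% versus controls, or a plate z-score of at least 8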;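 note: Pro5 are CHO cells carrying HIG-tagged alpha-DG that lacks glycosylation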
* = called active by the depositor; nt = not tested or not shown.

SMILES	Cardio protect	CaV13 ICDI inh	ABCB6 inh 2	Vif inh	PDI turbidity	N-glyco inh	MC4R ag barr	MC4R antagonist	HTR2A ag	aDG glyco act
CCCCOc1ccc(/C(N)=N/O)cc1	-8	nt	103	18	-2	0	0.2	15	-2	0.1
Clc1cccc(Cc2c(-c3cccc(Br)c3)nc3c4ccccc4ccn23)c1	nt	-6	104	nt	nt	nt	nt	nt	1	1.2
CC(C)C(c1nnnn1Cc1ccc2c(c1)OCO2)N1CCN(C)CC1 (stereo unspecified)	-1	-4	98	66*	-3	1	0.4	-2	0	-0.1
CCNC(=O)NC1(C(=O)N2CCC(Cc3ccccc3)CC2)CCCCC1	-3	-6	122	18	2	-1	-1.4	1	4	0.1
CSc1ccccc1NC(=O)CN(C)CC(=O)Nc1ccc(Cl)cc1[N+](=O)[O-]	-2	-6	96	5	3	0	-1.9	1	3	-0.1
NC(=O)C1CCCCc2c1[nH]c1ccc(Cl)cc21 (stereo unspecified)	-7	-19	97	1	7	0	-1.1	3	-2	0.0
COc1ccnc(CN(C)C(=O)C2CCC(=O)N(Cc3cccc(C(F)(F)F)c3)C2)c1 (stereo unspecified)	2	-5	100	-1	9	2	2.7	7	4	-0.1
Cc1cc(C)nc(SCCC(=O)Nc2ccccc2Cl)n1	2	-6	89	10	-6	-1	-0.4	3	-3	-0.1
CC(C)(C)c1ccc(OCC(=O)NNC(=O)Nc2ccccc2)cc1	-2	-21	96	-1	8	0	1.1	-2	5	0.0
O=C(NCCN1CCOCC1)/C(=C/c1ccco1)NC(=O)c1ccccc1	5	-10	93	nt	-4	2	-2.5	-1	-3	-0.1
COC(=O)c1ccc(/C=N/Nc2nc3ccccc3[nH]2)cc1	0	-5	91	-2	0	-2	-0.2	-6	-8	0.0
COc1ccc(N2CCN(C(=S)Nc3ccc(S(N)(=O)=O)cc3)CC2)cc1	-7	-1	102	10	4	-2	-0.9	-6	4	0.0
Cc1nnc(NCC=Cc2ccccc2)s1	1	-10	97	-3	nt	1	nt	nt	-5	-0.1
CCCc1nnc(NC(=O)CCC(=O)N2CCN(Cc3cc(Cl)ccc3OC)CC2)s1	1	-3	94	-4	9	1	-0.4	1	-3	0.3
CCOc1ccc(NC(=O)NNC(=O)C(C)Oc2ccccc2OC)cc1 (stereo unspecified)	6	-5	95	nt	-8	1	-1.9	-7	-2	0.3
CCOc1cc(NC(=S)Nc2ccccc2OC)c(OCC)cc1NC(=O)c1ccccc1C	-1	-6	98	-16	-2	-2	2.6	8	0	0.1
Cc1ccc(C(C#N)c2ccc3c(C(F)(F)F)cc(C(F)(F)F)nc3n2)cc1 (stereo unspecified)	-32	-4	99	4	-8	-11	1.5	9	0	-0.5
CC(=O)Nc1ccc(NC(=O)COc2ccccc2C(=O)Nc2cccc(Cl)c2Cl)cc1	-2	-7	88	146*	6	-3	5.3	-6	-2	-0.3
COc1ccc(C(C(=O)NC2CCCCC2)N(Cc2ccco2)C(=O)c2ccccn2)c(OC)c1 (stereo unspecified)	0	-7	104	2	4	2	0.8	9	6	0.2
O=C(c1ccccc1NS(=O)(=O)c1ccccc1[N+](=O)[O-])N1CCOCC1	6	-19	100	12	7	3	-1.6	0	4	-0.4
Cc1c(O)cnc2nn(-c3ccccc3)c(=N)n12	18	-4	96	0	nt	0	nt	nt	-3	-0.4
COc1ccc(-c2ccc(-c3noc(-c4cccc(OC)c4)n3)c(OC)n2)cc1	-5	-10	100	11	-2	2	-0.3	5	9	0.2
O=C(O)CCc1cccnc1	10	-4	100	3	-3	1	0.7	8	0	0.0
Nc1nc(=S)n(-c2ccccc2)[nH]1	8	-7	99	3	0	4	nt	nt	nt	-0.1
CCOc1ccccc1NC(=S)N1CCC(NC(=O)c2ccco2)CC1	1	-2	98	-2	-6	0	-0.8	4	3	0.0

(further entries)
SMILES	Cardio protect	CaV13 ICDI inh	ABCB6 inh 2	Vif inh	PDI turbidity	N-glyco inh	MC4R ag barr	MC4R antagonist	HTR2A ag	aDG glyco act
Cc1ccnc(NS(=O)(=O)c2ccc(NC(=O)C3CCCNC3=O)cc2)n1 (stereo unspecified)	6	-8	99	nt	2	nt	-0.1	0	1	0.1
CCOc1ccccc1CNC(=O)CCCc1cn(C)c2ccccc12	2	-9	102	3	7	0	-0.2	-4	-6	-0.2
O=C(NCc1cccnc1)Nc1ccccc1F	-7	-5	99	20	-7	1	-2.3	9	7	-0.2
Cc1ccccc1Cn1c(NC2CCCC2)nc2c1c(=O)[nH]c(=O)n2C	3	-11	95	3	-28	2	-0.2	6	5	0.2
Cc1cccc(N(C)S(=O)(=O)c2nnc(NC(=O)c3ccco3)s2)c1	1	-3	105	0	22	0	-2.2	5	-8	-0.1
O=C(Nc1ccccc1C(=O)NCc1cccnc1)c1ccccc1Cl	4	-5	92	-7	-9	1	-2.4	-5	-2	0.0
CC(=O)Nc1cc(-c2cccc(CO)c2)cn2c(-c3ccc(C(C)=O)cc3)cnc12	40	-6	101	10	2	-2	1.0	14	-6	0.0
O=C(NCCc1ccccc1)C1CCN(C(=O)c2ccc(F)cc2)CC1	8	-7	87	1	-5	1	-0.4	11	11	-0.1
CC(C)(C)SCCNC(=O)CN(c1ccccc1)S(=O)(=O)c1ccccc1	3	-4	98	4	7	-1	-0.7	4	-3	0.1
COc1ccc(CCNC(=O)CCSc2nc(-c3ccco3)cc(C(F)(F)F)n2)cc1OC	-4	-4	93	-8	-3	-5	1.2	2	2	0.4
NC(=O)c1ccc(-n2nnnc2Oc2ccc(Br)cc2)cc1	1	-4	95	-1	2	-3	-1.9	22	5	0.3
CCn1c(SCC(=O)NC(=O)NCc2ccco2)nc2sc(C)c(C)c2c1=O	-2	nt	104	-10	0	1	1.4	-15	0	-0.1
Cc1cccc(CCNS(=O)(=O)c2cnc[nH]2)c1	-1	-6	101	-1	-2	-1	-1.5	-3	0	0.0
Cc1ccc(NC(=O)Cc2cn3ccsc3n2)nc1	-2	nt	103	10	0	1	1.7	-5	10	0.0
Cc1ccc2cccc(Oc3cnccn3)c2n1	0	-4	102	3	-9	1	-0.7	-1	10	0.0
CS(=O)(=O)c1ccc(-c2cccc(NC(=O)c3ccc4c(c3)OCO4)c2)nn1	1	-5	98	5	-7	-4	-2.9	8	5	0.1
COc1ccc(CN(C)Cc2nc3cc(OC)c(OC)cc3c(=O)[nH]2)c(OC)c1	4	-5	99	-2	13	6	-2.5	15	2	0.1
CCc1ccc(NC(=O)Nn2cnnc2)cc1	3	nt	109	-1	4	-2	1.2	-4	-2	0.1
CCc1ccccc1NS(=O)(=O)c1c(C(=O)N2CCCCCC2)c(C)n(C)c1C	6	-3	102	11	-1	-3	-0.4	7	5	-0.3
CC1CCC(NC(=O)CN(C)S(=O)(=O)c2ccc3c(c2)CCC(=O)N3)CC1 (stereo unspecified)	-2	-2	100	-7	-5	0	2.8	-1	12	-0.1
Cc1ccccc1-c1nc(CS(=O)(=O)CC(=O)NCc2ccco2)c(C)o1	-2	-2	101	-8	-3	-2	-2.1	8	0	0.1
O=C(CN(c1ccc(F)cc1)S(=O)(=O)c1ccccc1)NC1CC2CCC1C2 (stereo unspecified)	-1	-2	98	-11	9	-1	1.0	2	1	-0.1
C=CCNC(=O)c1ccccc1NC(=O)COc1ccc(OC)cc1	5	-3	98	14	-11	-2	-0.4	1	6	-0.2
O=C(COC(=O)CNC(=O)c1ccc(Cl)c([N+](=O)[O-])c1)NC(=O)CN1CCCC1=O	4	-5	98	-6	-3	0	-1.4	7	2	-0.1
C[C@@H](O)C1NC(=O)[C@H](CCCCN)NC(=O)c2cc([N+](=O)[O-])cc(F)c2NCCCC[C@@H](C(N)=O)NC1=O (stereo partly specified)	12	nt	100	-1	5	1	-1.3	3	8	-0.3
Cc1cccc(C)c1C(O)c1ncc(-c2cccc3ccccc23)[nH]1 (stereo unspecified)	-2	-4	97	-6	-18	-1	-2.6	-2	-7	0.0
Cc1c(NC(=O)c2ccc(S(=O)(=O)N(C)C)cc2)cccc1-n1cnnn1	1	-6	93	11	-2	3	-4.7	7	7	-0.3
CCOC(=O)N1CCN(C(=O)c2cn(C)c3ccc(S(=O)(=O)N(CC)CC)cc3c2=O)CC1	7	-4	94	-3	3	0	-0.8	8	-5	0.0
O=C(NCC1CC1)c1cccc2c(-c3ccc(F)c(F)c3)coc12	-4	-10	100	-6	-1	-1	1.4	3	-5	0.4
Cn1c(N)c(C(=O)COC(=O)/C=C/c2cccc(Br)c2)c(=O)n(C)c1=O	-4	-6	101	18	-3	2	0.8	3	6	0.6

2 entries picked at random from those above:
SMILES	Cardio protect	CaV13 ICDI inh	ABCB6 inh 2	Vif inh	PDI turbidity	N-glyco inh	MC4R ag barr	MC4R antagonist	HTR2A ag	aDG glyco act
Cc1cccc(N(C)S(=O)(=O)c2nnc(NC(=O)c3ccco3)s2)c1	1	-3	105	0	22	0	-2.2	5	-8	-0.1
CS(=O)(=O)c1ccc(-c2cccc(NC(=O)c3ccc4c(c3)OCO4)c2)nn1	1	-5	98	5	-7	-4	-2.9	8	5	0.1

In the list so far, these contain a furan ring, fused or not.
SMILES	Cardio protect	CaV13 ICDI inh	ABCB6 inh 2	Vif inh	PDI turbidity	N-glyco inh	MC4R ag barr	MC4R antagonist	HTR2A ag	aDG glyco act
O=C(NCCN1CCOCC1)/C(=C/c1ccco1)NC(=O)c1ccccc1	5	-10	93	nt	-4	2	-2.5	-1	-3	-0.1
COc1ccc(C(C(=O)NC2CCCCC2)N(Cc2ccco2)C(=O)c2ccccn2)c(OC)c1 (stereo unspecified)	0	-7	104	2	4	2	0.8	9	6	0.2
CCOc1ccccc1NC(=S)N1CCC(NC(=O)c2ccco2)CC1	1	-2	98	-2	-6	0	-0.8	4	3	0.0
Cc1cccc(N(C)S(=O)(=O)c2nnc(NC(=O)c3ccco3)s2)c1	1	-3	105	0	22	0	-2.2	5	-8	-0.1
COc1ccc(CCNC(=O)CCSc2nc(-c3ccco3)cc(C(F)(F)F)n2)cc1OC	-4	-4	93	-8	-3	-5	1.2	2	2	0.4
CCn1c(SCC(=O)NC(=O)NCc2ccco2)nc2sc(C)c(C)c2c1=O	-2	nt	104	-10	0	1	1.4	-15	0	-0.1
Cc1ccccc1-c1nc(CS(=O)(=O)CC(=O)NCc2ccco2)c(C)o1	-2	-2	101	-8	-3	-2	-2.1	8	0	0.1
O=C(NCC1CC1)c1cccc2c(-c3ccc(F)c(F)c3)coc12	-4	-10	100	-6	-1	-1	1.4	3	-5	0.4
